PhoP GFP inhibition: Inhibition of PhoP regulon, Salmonella typhi GFP reporter cells, confirmation, 4 h (AID 1850); Salmonella Typhi PhoP-promoter GFP reporter, fluorescence, 4 h; higher % means a stronger effect; inhibition, % at 50 µM; hits with a dose series show IC50 in µM; hit rate 0.33% among 310,000; in the data active = a potency from the dose series; inconclusive = inhibition mostly from about 25% at the one dose, without a potency; inactive = the rest, 99 in 100 with inhibition below about 19%;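 note: 0% = induced wells with vehicle and 100% = uninduced wells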
M. tuberculosis HTS: M. tuberculosis growth inhibition, HTS (AID 449762); M. tuberculosis H37Rv growth inhibition, 7H9 media; higher % means a stronger effect; inhibition, % at 25 µM, or IC50 in µM where a hit was titrated; hit rate 0.59% among 330,000; in the data active = a potency from the dose series; inconclusive = inhibition above about 70% without an active follow-up result;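 note: bacterial growth assessed after seven days of incubation; strong numbers were not always called active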
VEEV TC-83 Vero: inhibitors of VEEV TC-83 cytopathic effect, confirmation, Vero cells (AID 588727); Vero cells, VEEV TC-83 cytopathic effect inhibition; higher % means a stronger effect; inhibition, % at 20 µM; hits with a dose series show IC50 in µM; hit rate 0.13% among 350,000; in the data active = a potency from the dose series; inconclusive = inhibition mostly from about 14% at the one dose, without a potency; inactive = the rest, 99 in 100 with inhibition below about 12%; note: strong numbers were not always called active
influenza NS1A: NS1A inhibition, H1N1 influenza, cell based functional assay (AID 504329). NS1A functional cell-based assay, percent inhibition; higher % means a stronger effect. inhibition, % at 12.5 µM, or IC50 in µM where a hit was titrated. hit rate 0.3% among 340,000; in the data active = a potency from the dose series; inconclusive = inhibition above about 27% without an active follow-up result; note: strong numbers were not always called active
tuberculosis growth: growth inhibition of non-replicating M. tuberculosis (AID 488890). Mycobacterium tuberculosis non-replicating, growth inhibition; higher % means a stronger effect. inhibition, % at 25 µM; hits with a dose series show IC50 in µM. hit rate 0.39% among 320,000; in the data active = a potency from the dose series; inconclusive = inhibition mostly from about 82% at the one dose, without a potency; inactive = the rest, 99 in 100 with inhibition below about 76%;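 note: plate controls were DMSO cells for no effect and high antibiotic wells for full effect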
VEEV TC-83 Vero 10K pilot screen: second read-out of VEEV TC-83 Vero, no call of its own (marks repeat the call); inhibition, %; measured here: 10K pilot screen inhibition
An asterisk follows results filed as active; i = inactive; u = inconclusive; x = no result given.

A first look:
SMILES	PhoP GFP inhibition	M. tuberculosis HTS	VEEV TC-83 Vero	influenza NS1A	tuberculosis growth	others
COC(=O)C1=C(C)N(Cc2ccccc2)C(=NCC(C)C)N[C@H]1c1cccc(F)c1	x	28%	i	15%	u
O=C(NC1CCCC1)C(c1ccccc1)N(C(=O)c1ccno1)c1cccnc1 (configuration not stated)	-4%	-3%	0.2%	-2%	-20%
COc1ccc(NC(=O)c2nc[nH]c2C(=O)N2CCN(C(=O)OC(C)(C)C)CC2)cc1	-11%	-3%	0.9%	-5%	55%
NC(=O)NC(=O)COC(=O)c1ccccc1OCc1ccc(F)cc1	14%	2%	0.9%	-14%	6%
CN(c1ccccc1)S(=O)(=O)c1cccc(C(=O)NCCc2ccc(O)c(O)c2)c1	-4%	-8%	0.1%	-7%	-7%
COCCCn1c(N)c(C(=O)Nc2ccccc2)c2nc3ccccc3nc21	6%	18%	32%	x	44%
O=CN1CCN(C(=O)C(=O)c2cn(CC(=O)N3CCCCC3)c3ccccc23)CC1	-12%	2%	0.8%	-9%	-5%
COCCCNC(=S)N(CCCN(C)C)Cc1cc2cc3c(cc2[nH]c1=O)OCCO3	-7%	3%	1.2%	-5%	-11%
COC(C/C=C/[C@H](O)[C@@H](C)OCc1ccccc1)OC	1%	-3%	0.6%	-4%	0%
O=C(c1ccc(=O)oc1)N1CCOCC1	-4%	3%	1.5%	-5%	-8%
O=C(CN1C(=O)/C(=C\c2ccco2)SC1=S)Nc1ccc(O)cc1C(=O)O	1%	5%	1.0%	10%	-4%
O=S1(=O)CCOCCN1Cc1ccc(Cl)cc1Cl	1%	-4%	x	x	3%
C[n+]1cccc2ccc3c(c21)OC(N)=C(C#N)C3c1ccccc1 (configuration not stated)	5%	-8%	0.5%	x	23%
Cc1cc(C)nc(-n2ncc3c2CC(c2ccc(C(C)C)cc2)CC3=O)n1 (configuration not stated)	-4%	-1%	1.6%	1%	19%
Cc1cccnc1CCNC(=O)CCc1nnc(CCc2ccccc2)o1	9%	-5%	1.6%	-11%	16%
CC(C)c1ccc(/C=C/C(=O)N2CCOCC2)cc1	-3%	-9%	i	-5%	9%
COc1cccc(C(=O)CC(=O)C(=O)Nc2ccc([N+](=O)[O-])cc2C)c1	14%	6%	8.4%	-8%	21%
CCc1cc2c(=O)c(-c3nc4ccccc4n3C)coc2c(CN2CCOCC2)c1O	-6%	-4%	0.0%	-10%	7%
Cc1ccc(-n2nc3c(=O)n(CCCC(=O)N4CCC(C)CC4)nc(C)c3c2C)cc1	5%	-10%	1.4%	4%	0%
CCN(CC)C(=O)N1CCN(c2c([N+](=O)[O-])c(=O)oc3ccccc23)CC1	x	-7%	2.0%	-14%	6%
COc1cc(OC)c(C2=NOC(C(=O)NCc3cccnc3)C2)cc1Cl (configuration not stated)	-7%	7%	0.9%	-21%	x
Cc1nc2ccccc2c2nc(NC(=O)C(F)(F)F)nn12	4%	-8%	0.5%	-6%	-2%
C=C(C)CSc1nc2sc3c(c2c(=O)n1-c1ccc(C)cc1)CCN(C)C3	x	x	3.5%	27%	x

Results, repeating the preview:
SMILES	PhoP GFP inhibition	M. tuberculosis HTS	VEEV TC-83 Vero	influenza NS1A	tuberculosis growth	others
COC(=O)C1=C(C)N(Cc2ccccc2)C(=NCC(C)C)N[C@H]1c1cccc(F)c1	x	28%	i	15%	u
O=C(NC1CCCC1)C(c1ccccc1)N(C(=O)c1ccno1)c1cccnc1 (configuration not stated)	-4%	-3%	0.2%	-2%	-20%
COc1ccc(NC(=O)c2nc[nH]c2C(=O)N2CCN(C(=O)OC(C)(C)C)CC2)cc1	-11%	-3%	0.9%	-5%	55%
NC(=O)NC(=O)COC(=O)c1ccccc1OCc1ccc(F)cc1	14%	2%	0.9%	-14%	6%
CN(c1ccccc1)S(=O)(=O)c1cccc(C(=O)NCCc2ccc(O)c(O)c2)c1	-4%	-8%	0.1%	-7%	-7%
COCCCn1c(N)c(C(=O)Nc2ccccc2)c2nc3ccccc3nc21	6%	18%	32%	x	44%
O=CN1CCN(C(=O)C(=O)c2cn(CC(=O)N3CCCCC3)c3ccccc23)CC1	-12%	2%	0.8%	-9%	-5%
COCCCNC(=S)N(CCCN(C)C)Cc1cc2cc3c(cc2[nH]c1=O)OCCO3	-7%	3%	1.2%	-5%	-11%
COC(C/C=C/[C@H](O)[C@@H](C)OCc1ccccc1)OC	1%	-3%	0.6%	-4%	0%
O=C(c1ccc(=O)oc1)N1CCOCC1	-4%	3%	1.5%	-5%	-8%
O=C(CN1C(=O)/C(=C\c2ccco2)SC1=S)Nc1ccc(O)cc1C(=O)O	1%	5%	1.0%	10%	-4%
O=S1(=O)CCOCCN1Cc1ccc(Cl)cc1Cl	1%	-4%	x	x	3%
C[n+]1cccc2ccc3c(c21)OC(N)=C(C#N)C3c1ccccc1 (configuration not stated)	5%	-8%	0.5%	x	23%
Cc1cc(C)nc(-n2ncc3c2CC(c2ccc(C(C)C)cc2)CC3=O)n1 (configuration not stated)	-4%	-1%	1.6%	1%	19%
Cc1cccnc1CCNC(=O)CCc1nnc(CCc2ccccc2)o1	9%	-5%	1.6%	-11%	16%
CC(C)c1ccc(/C=C/C(=O)N2CCOCC2)cc1	-3%	-9%	i	-5%	9%
COc1cccc(C(=O)CC(=O)C(=O)Nc2ccc([N+](=O)[O-])cc2C)c1	14%	6%	8.4%	-8%	21%
CCc1cc2c(=O)c(-c3nc4ccccc4n3C)coc2c(CN2CCOCC2)c1O	-6%	-4%	0.0%	-10%	7%
Cc1ccc(-n2nc3c(=O)n(CCCC(=O)N4CCC(C)CC4)nc(C)c3c2C)cc1	5%	-10%	1.4%	4%	0%
CCN(CC)C(=O)N1CCN(c2c([N+](=O)[O-])c(=O)oc3ccccc23)CC1	x	-7%	2.0%	-14%	6%
COc1cc(OC)c(C2=NOC(C(=O)NCc3cccnc3)C2)cc1Cl (configuration not stated)	-7%	7%	0.9%	-21%	x
Cc1nc2ccccc2c2nc(NC(=O)C(F)(F)F)nn12	4%	-8%	0.5%	-6%	-2%
C=C(C)CSc1nc2sc3c(c2c(=O)n1-c1ccc(C)cc1)CCN(C)C3	x	x	3.5%	27%	x
Cc1cccc(N(C(=O)Cn2nnc(-c3ccc(C)o3)n2)C(C(=O)NC2CCCC2)c2ccncc2)c1 (configuration not stated)	1%	4%	i	-2%	3%
COc1ccc(N/N=C(/C)c2cnnc(-c3ccccc3)n2)cc1	-8%	34%	i	1%	7%
(listing goes on)
SMILES	PhoP GFP inhibition	M. tuberculosis HTS	VEEV TC-83 Vero	influenza NS1A	tuberculosis growth	others
CC(=O)Nc1ccc(S(=O)(=O)NC2=C(N3CCN(C)CC3)C(=O)c3ccccc3C2=O)cc1	5%	0%	3.9%	8%	-5%
CCN1CCC2(CC1)NC(=O)c1ccccc1O2	-5%	-6%	0.2%	3%	16%	VEEV TC-83 Vero 10K pilot screen=0.2
Nc1cc(=O)[nH]c(SCC(=O)Nc2ccc(Cl)c(Cl)c2)n1	-9%	-11%	0.2%	5%	20%
O=C(COc1cccc2cccnc12)N/N=C1\SCC(=O)N1Cc1ccco1	7%	1%	5.7%	17%	23%
CN1CCSc2ccc(C(=O)NCc3cccc(Br)c3)cc21	7%	-12%	3.6%	3%	-29%
O=C(COc1ccc(-n2cnnn2)cc1)Nc1ccc(F)cc1	x	8%	i	-11%	30%
O=C(COc1cccc2ccccc12)NCc1cccnc1	4%	-1%	i	-7%	-12%
O=C1COc2ccc(OCc3ccc(F)cc3)cc21	-10%	-2%	2.0%	-6%	49%
Cn1c(=O)c2c(nc(SCCN3CCOCC3)n2Cc2ccccc2)n(C)c1=O	8%	3%	3.2%	-24%	0%
O=C(O)C1CCN(S(=O)(=O)c2ccc(N3CCOCC3)c([N+](=O)[O-])c2)CC1	-2%	-2%	0.5%	-1%	-8%
CC12COC3(C(=O)Nc4cccnc4)CC1CCC32C (configuration not stated)	2%	-3%	i	6%	-20%
CCOC(=O)C1(Cc2ccccc2C(F)(F)F)CCN(CC2CC2)CC1	3%	2%	0.4%	-8%	17%
COc1ccc(C(=O)NC(C(=O)NCCc2ccc3c(c2)OCCO3)C(C)C)cc1 (configuration not stated)	-9%	-4%	i	-6%	32%
O=C(O)CNC1=NCCCCC1	-17%	-7%	i	4%	-8%
CCN1C(=O)N(S(=O)(=O)c2ccc(C)cc2)[C@@H](c2ccccc2)C(C(=O)OC)=C1C	-9%	-6%	i	6%	5%	VEEV TC-83 Vero 10K pilot screen=0.0
Cc1nn(C)cc1NC(=O)CC12CC3CC(CC(C3)C1)C2	8%	3%	0.2%	-6%	13%
C/C(=N\NC(=O)CSc1ncccn1)c1ccc2c(c1)OCCO2	-1%	-2%	0.6%	-5%	-7%
CCc1cccc2c(C(=O)CN3C(=O)NC4(CCCCC4)C3=O)c[nH]c12	x	-8%	4.0%	5%	-9%
COc1ccc(C(c2nnnn2Cc2cccs2)N2CCN(c3ccc(F)cc3)CC2)cc1OC (configuration not stated)	0%	5%	i	10%	33%
Cc1cc(OCC(=O)NCc2ccncc2)c2c3c(c(=O)oc2c1)CCC3	5%	-2%	1.4%	-4%	8%
CC1CCCCC12NC(=O)N(CC(=O)NCCc1ccccn1)C2=O (configuration not stated)	10%	-21%	1.6%	1%	-11%
O=C1Nc2ccc(S(=O)(=O)N(CCO)CCO)c3cccc1c23	-2%	4%	i	-1%	5%
CCC(=O)Nc1ccc(C(=O)CSc2nnc(-c3ccccc3F)n2CCc2ccccc2)cc1	7%	8%	9.0%	21%	8%
O=C(Nc1ccc2nn(-c3ccccc3)nc2c1)c1ccc2c(c1)OCCO2	-6%	-1%	5.0%	-2%	-2%
N#CC1=C(N)Oc2cc(N)ccc2C1C1CC=CCC1 (configuration not stated)	2%	-4%	2.8%	3%	10%

The final 2 compounds of the section above open the next one.
SMILES	PhoP GFP inhibition	M. tuberculosis HTS	VEEV TC-83 Vero	influenza NS1A	tuberculosis growth	others
O=C(Nc1ccc2nn(-c3ccccc3)nc2c1)c1ccc2c(c1)OCCO2	-6%	-1%	5.0%	-2%	-2%
N#CC1=C(N)Oc2cc(N)ccc2C1C1CC=CCC1 (configuration not stated)	2%	-4%	2.8%	3%	10%
CN1CCN(c2nc(N(C)C)oc(=O)c2C#N)CC1	-2%	6%	i	-3%	12%
CC(C)C(=O)N1CCN(c2ccccc2NC(=O)c2cc([N+](=O)[O-])ccc2N2CCOCC2)CC1	-5%	-1%	6.9%	-9%	26%
COc1cccc(NC(=O)CCNC(=O)Cn2ccc3ccccc3c2=O)c1	3%	-10%	0.3%	-2%	8%
O=C(COc1ccc(Cl)cc1)NCc1nnc(SCC(=O)NCC2CCCO2)o1 (configuration not stated)	-6%	-5%	i	4%	40%
CC(=O)Nc1ccc2nc(-c3ccccn3)[nH]c2c1	1%	3%	2.0%	15%	-2%
CCNc1nc(OC)nc(N2CCC(Cc3ccccc3)CC2)n1	-3%	-4%	0.5%	16%	2%
Cn1c(-c2ccccc2)cc(=O)n1-c1ccccc1	x	x	0.6%	-14%	x
CCOC(=O)c1c(NC(=O)CN2CCCc3ccccc32)sc(C)c1CC	-3%	8%	0.7%	3%	24%
Cc1cc(O)c(Sc2ccccc2)c(=O)o1	-2%	-3%	i	x	-17%
CC(Sc1nc2ccccc2s1)C(=O)NCc1ccc2c(c1)OCO2 (configuration not stated)	2%	4%	4.4%	-5%	44%
COc1ccc(C)cc1NC(=O)COC(=O)c1ccc2c(c1)OCO2	x	1%	1.1%	-14%	-6%
Cc1ccc(-c2n[nH]c(=S)n2/N=C/c2cccn2C)cc1	-8%	-3%	0.9%	-3%	-3%
CCSc1nnc(NC(=O)CSC2=NCCS2)s1	-4%	-1%	1.5%	0%	18%
S=c1[nH]nc(Nc2ccccc2)s1	-18%	-1%	4.3%	x	3%
CCOC(=O)C1CCN(C(=O)CCn2c(=O)[nH]c3ccsc3c2=O)CC1	6%	-4%	6.7%	0%	-14%
CC(=O)C1CCCN(C(=O)c2ccc3nc(Cc4cccc(Cl)c4)oc3c2)C1 (configuration not stated)	-14%	-1%	5.9%	-1%	10%
Cc1ccc(C2=CC(=O)CC(C)(C)C2)cc1	x	-1%	0.4%	7%	-14%
Cc1nc(C)c(C(=O)C2=C(O)C(=O)N(CCN3CCOCC3)C2c2ccco2)s1 (configuration not stated)	1%	0%	1.5%	-6%	1%
